TRPV1 ag: human TRPV1 agonism | Q8NER1 | TRPV1-expressing cells, Fluo-8 calcium influx, agonist mode | activation, % at 8.33 µM | 320,000 compounds, 0.19% hits | AID 540275; in the data active means activation above about 80%; inconclusive means between about 30% and that limit; further: 0% is about no effect
Target sequence (Q8NER1 whole entry, looked up): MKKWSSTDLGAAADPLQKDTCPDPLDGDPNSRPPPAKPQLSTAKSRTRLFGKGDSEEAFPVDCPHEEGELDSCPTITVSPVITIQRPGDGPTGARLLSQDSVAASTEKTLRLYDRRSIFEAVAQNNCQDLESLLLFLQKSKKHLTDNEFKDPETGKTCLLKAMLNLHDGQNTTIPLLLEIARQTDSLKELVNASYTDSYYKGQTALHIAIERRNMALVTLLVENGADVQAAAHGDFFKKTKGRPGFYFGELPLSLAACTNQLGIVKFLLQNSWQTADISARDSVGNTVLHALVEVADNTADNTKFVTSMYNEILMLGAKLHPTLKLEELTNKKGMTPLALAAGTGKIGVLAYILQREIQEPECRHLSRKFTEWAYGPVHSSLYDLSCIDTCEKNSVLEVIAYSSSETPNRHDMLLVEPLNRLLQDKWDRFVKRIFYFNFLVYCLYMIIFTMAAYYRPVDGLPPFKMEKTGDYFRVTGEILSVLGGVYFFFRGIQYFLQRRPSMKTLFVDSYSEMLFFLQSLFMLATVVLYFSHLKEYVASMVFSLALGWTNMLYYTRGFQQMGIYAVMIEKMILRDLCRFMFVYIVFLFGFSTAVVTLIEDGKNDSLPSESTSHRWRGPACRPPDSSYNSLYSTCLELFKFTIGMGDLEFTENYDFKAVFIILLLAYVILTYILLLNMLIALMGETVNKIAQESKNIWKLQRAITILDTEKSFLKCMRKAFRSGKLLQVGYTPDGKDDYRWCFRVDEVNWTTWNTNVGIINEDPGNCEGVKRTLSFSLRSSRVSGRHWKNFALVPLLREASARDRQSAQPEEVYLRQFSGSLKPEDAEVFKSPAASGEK
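Cells expressing TRPV1 were dye-loaded with Fluo-8 and read kinetically: 10 s baseline, 3 min after compound (agonist portion), then 2 min after EC20 capsaicin (allosteric enhancer portion). Calcium-bound dye fluorescence at 480/520 nm.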
p53 reactivator: restores transcriptional activity of mutant p53 | H1299 p53-A138V BP100-luciferase reporter, luminescence, 24 h | 320,000 compounds, 0.063% hits | Potency, µM (top dose mostly 92.2 µM), for inactives: at the highest dose activity change, positive = activation, most hits filed as activators | AID 504706; further: potency means the concentration at half of the fitted maximal effect; % of control where 0% means no effect; nearly all actives have a fitted effect of over 45% in size
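p53-null H1299 cells stably carrying temperature-sensitive p53-A138V and a BP100-luciferase reporter were pinned with compounds (4-point, 1:5 series) and held 24 hrs at 37 deg C. Luminescence was read 10 min after detection reagent.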
ASM inhibitor: inhibitors of human secretory acid sphingomyelinase. placental ASM, HMU-PC fluorogenic substrate, 60 min. Potency, µM (titrated, usually from 57.5 µM), without a hit: at the top dose activity change, negative = inhibition, most hits filed as inhibitors. 340,000 compounds, 0.006% hits. AID 504937; further: potency means the concentration at half of the fitted maximal effect
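qHTS format. ASM enzyme prepared from human placenta hydrolyses the fluorogenic substrate HMU-PC0 (9 uM final) over 60 min at 37 °C after a 10 min compound preincubation.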
ELG1 genotox: genotoxicity induction in ELG1-luciferase HEK293T cells | HEK293T ELG1-luciferase reporter, luminescence, 16 h | 330,000 compounds, 1.3% hits | AID 504466 | Potency, µM (titrated, usually from 46 µM), without a hit: at the top dose activity change, positive = activation, most hits filed as activators; further: potency means the concentration at half of the fitted maximal effect; % of control where 0% means no effect; nearly all actives have a fitted effect of over 60% in size
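Luminescence read-out: rising ELG1-luciferase signal, reflecting elevated ELG1 protein under genetic stress, flags genotoxic compounds. Cells were treated for 16 hr at 37 °C before ONE-Glo detection.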
PTAP TSG101 blk: blocks PTAP/TSG101 interaction to inhibit HIV-1 budding; Q99816; Fluorescence polarization, FITC-PTAP peptide / Tsg101 binding; Potency, µM (series often up to 115 µM), without a hit: top-dose activity change, negative = inhibition, usual class: inhibitors; 340,000 tested, under 10 active; AID 493005; active means well fitted inhibition curve with a large enough effect in the main read-out, with a control signal flat, not every such curve was filed as active; inconclusive means small, poorly fitted or top-dose-only effect, or effect the other way, or a change in a side signal; inactive means no such curve, though single readings can be large or run the other way; further: potency means the concentration at half of the fitted maximal effect; % of control where 0% means no effect
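Compounds were pin-transferred onto Tsg101 binding domain (10 uM final) in HEPES pH 7.5 buffer, then FITC-PTAP peptide was added at 50 nM final. After 20 min at RT, polarization reported peptide displacement across a qHTS concentration series.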
uPA surface inh: cell surface uPA generation inhibition; cell surface uPA generation assay, qHTS; Potency, µM (doses to about 38.3 µM), for inactives: at the highest dose activity change, negative = inhibition, actives largely listed as inhibitors; 330,000 compounds, 0.31% hits; active means well fitted inhibition curve with a large enough effect; inconclusive means small, poorly fitted or top-dose-only effect; inactive means no such curve, though single readings can be large or run the other way; tested in mouse RAW 264.7 cells; further: potency means the concentration at half of the fitted maximal effect; on the % scale 0 is the no-effect control and ±100 the full control effect; nearly all actives have a fitted effect of over 55% in size
a7 integrin act: integrin-mediated muscular dystrophy alleviation activation; 350,000 compounds, 0.064% hits; AID 624291; alpha7betagal myoblasts, beta-gal FDG fluorescence, 48 h; Potency, µM (highest dose often 38.3 µM), for inactives: at the highest dose activation, most hits filed as activators;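 further: potency means the concentration at half of the fitted maximal effect; 100% = response of the positive control SU9516; nearly all actives have a fitted effect of over 60% in size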
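Alpha7betagal+/- myoblasts (passage 13) were plated 16-24 hr, then exposed to compounds (1:260 dilution of DMSO stock) for 48 hours at 37C. After MPER lysis, β-galactosidase reporter activity was read as FDG fluorescence (ex 480/em 540) after 30 minutes.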
BRCA1 expr act: activators of BRCA1 expression; MCF7-BRCA1-FFLuc reporter, luminescence, 48 h; response scale: scaled: vehicle 0%, 10 µM genistein 100%; Potency, µM (series often up to 46.1 µM), inactives show top-dose activation, actives largely listed as activators; 380,000 compounds, 1.1% hits; further: potency means the concentration at half of the fitted maximal effect; nearly all actives have a fitted effect of over 80% in size; some results filed as inactive show a strong effect at the top dose
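Reporter cells (MCF7, BRCA1 promoter-firefly luciferase) received library compounds across a concentration series for 48 h. End-point luminescence was measured and concentration-effect curves derived after normalization.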
B2AR arrestin: agonists driving beta-arrestin recruitment to human beta2-adrenergic receptor; P07550; beta-arrestin recruitment to beta2AR, cell-based reporter; Potency, µM (titrated, usually from 46.1 µM), without a hit: at the top dose activation, usual class: activators; 330,000 compounds, 0.02% hits; AID 492947;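 further: potency means the concentration at half of the fitted maximal effect; 0% = DMSO controls and full agonism = EC100 isoproterenol or metaproterenol; nearly all actives have a fitted effect of over 65% in size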
Eya2 phos inh: inhibitors of human Eya2 phosphatase activity; recombinant Eya2, OMFP fluorescence dephosphorylation (OMFP is methylfluorescein phosphate); Potency, µM (doses to about 76.9 µM), for inactives: at the highest dose activity, negative = inhibition, usual class: inhibitors; 330,000 compounds, 0.006% hits; further: potency means the concentration at half of the fitted maximal effect; on the % scale 0 is the no-effect control and ±100 the full control effect
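Eya2 protein (added as 0.2 uM solution) was preincubated with compound for 10 min at ambient temperature in 50 mM HEPES pH 7.5, 50 mM NaCl, 5 uM MgCl2, 0.05% BSA, 1 mM DTT. OMFP (added at 50 uM) then reacted 10 min; fluorescence read at 485/525 nm.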
USP2a inh: inhibitors of human ubiquitin-specific protease USP2a; O75604; USP2 core, Ub-CHOP2 coupled fluorogenic reporter, 485/531; Potency, µM (series often up to 38.3 µM), for inactives: at the highest dose activity change, negative = inhibition, actives largely listed as inhibitors; 330,000 compounds, 0.01% hits; AID 463254;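 further: potency means the concentration at half of the fitted maximal effect; plate controls were DMSO wells for no effect and full inhibition by NEM control for full effect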
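Cell-free coupled assay: 10nM USP2 core preincubated 30min RT with compound in Tris-HCl pH 8.0/CaCl2/CHAPS buffer, then 25nM Ub-CHOP2 and 25nM reporter substrate; fluorescence (Ex 485/Em 531) read after 60min RT, normalized to NEM inhibition, concentration-response curves fitted.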
* marks the source's active call; other numbers are inactive results; & = joins results of further samples; [ ] = remark or other dose. Unless noted, the call rests on the fitted dose curve; in most records, active means well fitted curve in the direction sought with a large enough effect; inconclusive means small, poorly fitted or top-dose-only effect, or another doubt; inactive means no such curve, though single readings can be large; an effect the other way counts as inactive or inconclusive.

Results for Cc1sc(NC(=O)COc2ccccc2)c(C#N)c1C ?
TRPV1 ag: 11; p53 reactivator: 13%; ASM inhibitor: -1%; ELG1 genotox: inconclusive; PTAP TSG101 blk: -1%; uPA surface inh: 0%; a7 integrin act: 29%; BRCA1 expr act: 27%; B2AR arrestin: 0.3%; Eya2 phos inh: -7%; USP2a inh: 3%

Results for Cc1ccc(C)c(NC(=O)CCC(=O)OC(C(=O)c2ccccc2)c2ccccc2)c1 (stereo unspecified) ?
TRPV1 ag: 0; p53 reactivator: -1%; ASM inhibitor: -1%; ELG1 genotox: 3%; PTAP TSG101 blk: -5%; uPA surface inh: 4%; a7 integrin act: 3%; BRCA1 expr act: -9%; B2AR arrestin: 2.9%; Eya2 phos inh: 17%; USP2a inh: -1%

Results for CCOC(=O)C1(CCCc2ccccc2)CCN(C(=O)CCc2cnccn2)CC1 ?
TRPV1 ag: inconclusive; p53 reactivator: 0%; ASM inhibitor: 1%; ELG1 genotox: -7%; PTAP TSG101 blk: 1%; uPA surface inh: -4%; a7 integrin act: 9%; BRCA1 expr act: 11%; B2AR arrestin: -0.3%; Eya2 phos inh: -4%; USP2a inh: 7%

How did Cc1cc(C(=O)N[C@H](c2ccccc2)[C@@]2(C)C[C@@H]2[C@@H](C)C(=O)Nc2ccc3ccccc3c2)n(C)n1 do in these assays?
TRPV1 ag: 15; p53 reactivator: -1%; ASM inhibitor: -9%; ELG1 genotox: -13%; PTAP TSG101 blk: -6%; uPA surface inh: -17%; a7 integrin act: -17%; BRCA1 expr act: -43%; B2AR arrestin: 0.0%; Eya2 phos inh: -3%; USP2a inh: 3%

Results for Cc1noc(C)c1S(=O)(=O)N1CCC(C(=O)N2CCN(C(=O)c3ccco3)CC2)CC1 ?
TRPV1 ag: -4; p53 reactivator: 2%; ASM inhibitor: 0%; ELG1 genotox: -1%; PTAP TSG101 blk: -2%; uPA surface inh: 3%; a7 integrin act: -18%; BRCA1 expr act: 2%; B2AR arrestin: 0.4%; Eya2 phos inh: 11%; USP2a inh: 4%

How did O=S(=O)(c1ccccc1)n1nc(-c2ccccc2)nc1NCc1ccco1 do in these assays?
TRPV1 ag: 13; p53 reactivator: 14%; ASM inhibitor: -4%; ELG1 genotox: -1%; PTAP TSG101 blk: 0%; uPA surface inh: 1%; a7 integrin act: -5%; BRCA1 expr act: 54%; B2AR arrestin: -0.5%; Eya2 phos inh: 20%; USP2a inh: -1%

What do the screens show for `CCC1(c2ccccc2)NC(=O)N(CC(=O)c2ccc3c(c2)OCO3)C1=O` (stereo unspecified)?
TRPV1 ag: -3; p53 reactivator: 0%; ASM inhibitor: -3%; ELG1 genotox: -1%; PTAP TSG101 blk: -2%; uPA surface inh: 2%; a7 integrin act: -36%; BRCA1 expr act: -18%; B2AR arrestin: -0.1%; Eya2 phos inh: -9%; USP2a inh: 0%

Results for CCN(CC)CCCNC(=O)C1CCN(C(=O)c2cc3sccc3n2Cc2ccc(F)cc2)CC1 ?
TRPV1 ag: -5; p53 reactivator: 0%; ASM inhibitor: 2%; ELG1 genotox: 3%; PTAP TSG101 blk: -4%; uPA surface inh: 0%; a7 integrin act: -66%[inhibitor]; BRCA1 expr act: -15%; B2AR arrestin: -0.2%; Eya2 phos inh: 2%; USP2a inh: 5%

What do the screens show for `O=C1NCC(O)=C1C=NC12CC3CC(CC(C3)C1)C2`?
TRPV1 ag: 1&1; p53 reactivator: 7%&-1%; ASM inhibitor: 3%&2%; ELG1 genotox: 3%&3%; PTAP TSG101 blk: -3%&4%; uPA surface inh: -2%&11%; a7 integrin act: 20%&-25%; BRCA1 expr act: 1%&7%; B2AR arrestin: -0.3%&0.0%; Eya2 phos inh: -2%&-20%; USP2a inh: 3%&2%

Results for Cc1ccc(S(=O)(=O)c2c(C)cc(C)nc2Oc2cccc(C(F)(F)F)c2)cc1 ?
TRPV1 ag: 28; p53 reactivator: -3%; ASM inhibitor: -1%; ELG1 genotox: -3%; PTAP TSG101 blk: 1%; uPA surface inh: -1%; a7 integrin act: -15%; BRCA1 expr act: -36%; B2AR arrestin: -0.3%; Eya2 phos inh: -13%; USP2a inh: 2%

Results for S=c1sc2c(N3CCOCC3)ncnc2n1-c1ccccc1 ?
p53 reactivator: inconclusive; ASM inhibitor: 2%; ELG1 genotox: 7%; PTAP TSG101 blk: -2%; uPA surface inh: 3%; a7 integrin act: 0%; BRCA1 expr act: 53%; B2AR arrestin: 0.0%; Eya2 phos inh: -2%; USP2a inh: -2%

How did O=C(Nc1ccccc1)C1=C[C@@H](c2csc3ccccc23)C[C@@H](OCc2ccc(CO)cc2)O1 do in these assays?
TRPV1 ag: -3; p53 reactivator: -6%; ASM inhibitor: -18%; ELG1 genotox: -8%; uPA surface inh: inconclusive; a7 integrin act: 1%; BRCA1 expr act: -47%; B2AR arrestin: 0.4%; Eya2 phos inh: 2%; USP2a inh: -1%

Results for NS(=O)(=O)c1ccc(CCNC(=O)C(=O)NCC2OCCN2S(=O)(=O)c2ccc(F)cc2)cc1 (stereo unspecified) ?
TRPV1 ag: 3; p53 reactivator: 6%; ASM inhibitor: 1%; ELG1 genotox: -1%; PTAP TSG101 blk: -7%; uPA surface inh: 6%; a7 integrin act: -26%; BRCA1 expr act: -24%; B2AR arrestin: 0.4%; Eya2 phos inh: 0%; USP2a inh: 1%

How did CN(C)C(=O)CSc1nc(-c2cccs2)c(-c2cccs2)[nH]1 do in these assays?
TRPV1 ag: -2; p53 reactivator: -1%; ASM inhibitor: 26%; ELG1 genotox: 0%; PTAP TSG101 blk: -3%; uPA surface inh: -3%; a7 integrin act: 1%; BRCA1 expr act: 0%; B2AR arrestin: 0.0%; Eya2 phos inh: 4%; USP2a inh: 1%

How did Cc1ccc(S(=O)(=O)N2CCN(C(=O)COC(=O)C3CCC3)CC2)c(C)c1 do in these assays?
TRPV1 ag: 0; p53 reactivator: 1%; ELG1 genotox: 4%; PTAP TSG101 blk: -1%; uPA surface inh: 4%; a7 integrin act: 0%; BRCA1 expr act: -7%; B2AR arrestin: -0.2%; Eya2 phos inh: 14%; USP2a inh: 2%

How did Cc1ccc(-n2nnnc2SCC(=O)NNC(=O)c2ccco2)cc1C do in these assays?
TRPV1 ag: -5; p53 reactivator: 4%; ASM inhibitor: 0%; ELG1 genotox: -2%; PTAP TSG101 blk: -5%; uPA surface inh: -7%; a7 integrin act: 7%; BRCA1 expr act: -28%; B2AR arrestin: -0.2%; Eya2 phos inh: 2%; USP2a inh: 1%

Results for Cc1ccc(-n2cc(CNCCc3ncc(C)[nH]3)c(-c3ccc(F)cc3)n2)cc1 ?
TRPV1 ag: 22; p53 reactivator: 24%; ASM inhibitor: 0%; ELG1 genotox: 7%; PTAP TSG101 blk: 1%; uPA surface inh: -8%; a7 integrin act: -66%[inhibitor]; BRCA1 expr act: -27%; B2AR arrestin: -0.5%; Eya2 phos inh: -7%; USP2a inh: -1%

Results for CCCCC1(C)Cc2ccccc2C(=S)N1 (stereo unspecified) ?
TRPV1 ag: 14; p53 reactivator: -2%; ASM inhibitor: -6%; ELG1 genotox: -5%; PTAP TSG101 blk: -1%; uPA surface inh: -3%; a7 integrin act: 0%; BRCA1 expr act: -35%; B2AR arrestin: 9.3%; Eya2 phos inh: -27%; USP2a inh: -1%

How did Cc1cccc(N2C(=O)CC(N(C(=O)c3ccco3)c3cccc(C)c3)C2=O)c1 (stereo unspecified) do in these assays?
TRPV1 ag: 3; p53 reactivator: 2%; ASM inhibitor: 1%; ELG1 genotox: -4%; PTAP TSG101 blk: -9%; a7 integrin act: 6%; BRCA1 expr act: 1%; B2AR arrestin: -0.3%; Eya2 phos inh: -11%; USP2a inh: 1%

What do the screens show for `O=C(O)c1ccccc1S(=O)(=O)NCC(O)COc1ccc(Br)cc1` (stereo unspecified)?
TRPV1 ag: 2; p53 reactivator: 0%; ASM inhibitor: 6%; ELG1 genotox: 0%; PTAP TSG101 blk: -4%; uPA surface inh: -1%; a7 integrin act: 20%; BRCA1 expr act: 8%; B2AR arrestin: -0.2%; Eya2 phos inh: 2%; USP2a inh: 3%
